# GDH-TPI counter: GDH-TPI coupling enzyme inhibitors, primary screen, artefact control for M. tuberculosis FBA inhibitor project, biochemical, absorbance, full deck; inhibition, % at 4.8 µM; GDH-TPI coupled enzyme counterscreen, NADH absorbance; AID 588335, 2011; 360,000 tested, 1.2% active;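 also: 0% = DMSO wells and 100% = wells lacking the enzyme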
# FadD28 binding: inhibitors of FadD28 bisubstrate probe binding, primary screen, biochemical, fluorescence polarization, single point. Mycobacterium tuberculosis FadD28 fatty-acid-AMP ligase. inhibition, % at 12.5 µM. 360,000 tested, 0.22% active; in the data active = inhibition above about 8.5%, passing the limit was not always enough; inconclusive = no clear call, values can overlap the other calls
# Mtb FBA inh: Mtb FBA enzyme inhibitors, primary screen, biochemical, fluorescence, strain H37Rv | purified M. tuberculosis FBA, fluorescence read-out | inhibition, % at 1 µM | 360,000 tested, 2.3% active | AID 588726, 2011; in the data active = inhibition above about 27%;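 also: 0% = vehicle and 100% = reference inhibitor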
# Target sequence (P9WQA3 whole entry, looked up): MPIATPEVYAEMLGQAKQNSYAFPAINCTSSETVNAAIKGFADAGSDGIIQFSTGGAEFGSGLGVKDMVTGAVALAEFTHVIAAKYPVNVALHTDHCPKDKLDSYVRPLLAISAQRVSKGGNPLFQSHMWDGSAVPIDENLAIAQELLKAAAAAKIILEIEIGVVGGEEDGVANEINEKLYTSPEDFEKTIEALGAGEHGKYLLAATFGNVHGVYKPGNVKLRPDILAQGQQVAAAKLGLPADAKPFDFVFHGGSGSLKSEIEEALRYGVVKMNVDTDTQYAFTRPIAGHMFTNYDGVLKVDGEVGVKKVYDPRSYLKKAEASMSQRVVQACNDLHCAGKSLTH
# UGM FP inh: M. tuberculosis UGM enzyme inhibitors, primary screen, biochemical, fluorescence polarization, single point; UDP-galactopyranose mutase (Mycobacterium tuberculosis (strain ATCC 25618 / H37Rv)), …; purified UGM, fluorescence polarization probe displacement; inhibition, % at 10 µM; 320,000 tested, 0.06% active; in the data active = inhibition above about 10%, passing the limit was not always enough; inconclusive = no clear call, values can overlap the other calls
# Target sequence (P9WIQ1 whole entry, looked up): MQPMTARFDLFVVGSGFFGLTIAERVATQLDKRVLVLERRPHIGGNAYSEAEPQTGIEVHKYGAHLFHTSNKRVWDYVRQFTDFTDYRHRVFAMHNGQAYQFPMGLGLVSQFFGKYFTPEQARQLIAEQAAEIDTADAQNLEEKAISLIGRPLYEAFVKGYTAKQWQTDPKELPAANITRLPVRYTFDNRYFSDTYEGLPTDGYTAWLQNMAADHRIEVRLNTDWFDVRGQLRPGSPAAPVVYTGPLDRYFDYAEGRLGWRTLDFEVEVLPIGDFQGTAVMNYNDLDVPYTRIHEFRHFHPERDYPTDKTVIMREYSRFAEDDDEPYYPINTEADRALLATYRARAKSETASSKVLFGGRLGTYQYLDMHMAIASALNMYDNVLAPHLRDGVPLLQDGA
# BoNT-F LC inh: BoNT/F light chain protease inhibitors, primary screen, biochemical, flow cytometry, MLPCN library; Multiplex microsphere protease cleavage assay; inhibition, % at 10 µM; Botulinum neurotoxin type F light chain protease (Clostridium botulinum); 360,000 tested, 0.22% active; in the data active = inhibition above about 35%, passing the limit was not always enough; inconclusive = no clear call, values can overlap the other calls; also: plate controls were buffer without enzyme for full effect and enzyme alone for no effect
# BoNT-A LC inh2: BoNT/A light chain protease inhibitors, primary screen, biochemical, flow cytometry, MLPCN library | multiplex microsphere protease substrate cleavage | inhibition, % at 10 µM | 360,000 tested, 0.17% active | AID 588499, 2011; in the data active = inhibition above about 30%; inconclusive = no clear call, values can overlap the other calls; also: plate controls were buffer without enzyme for full effect and enzyme alone for no effect
# Mtb BioA inh: M. tuberculosis BioA enzyme inhibitors, primary screen, biochemical, plate reader, single point, HTS | inhibition, % at 9.99 µM | 7,8-diaminopelargonic acid synthase BioA (Mycobacterium tuberculosis) | AID 602481, 2012 | 360,000 tested, 0.096% active | purified M. tuberculosis BioA enzyme; in the data active = inhibition above about 40%; inconclusive = no clear call, values can overlap the other calls
# CCHFV vOTU inh: CCHFV vOTU protease inhibitors, primary screen, biochemical, Pep-AMC substrate, fluorescence | inhibition, % at 11.5 µM | Crimean-Congo hemorrhagic fever virus L polyprotein viral ovarian tumor (vOTU) protease … | 370,000 tested, 0.55% active; also: 0% = vehicle wells with enzyme and 100% = no enzyme wells
# PrPC surface inh: inhibitors of human cell surface prion protein PrPC, primary screen, cell-based, TR-FRET; TR-FRET read-out; inhibition, % at 13.8 µM; Major prion protein (Homo sapiens), P04156; AID 720596, 2013; 370,000 tested, 0.43% active; in the data active = inhibition above about 24%; also: 0% = median of the test wells and 100% = reference compound wells
# Starred values were filed as active, the others as inactive; ? = inconclusive; nt = not tested or not shown. Rule as the data show it, unless noted: active = inhibition above about 30%; inactive = the rest. Hits appear at their usual frequency; 4.8% or so of the library scored in one or more.
SMILES,GDH-TPI counter,FadD28 binding,Mtb FBA inh,UGM FP inh,BoNT-F LC inh,BoNT-A LC inh2,Mtb BioA inh,CCHFV vOTU inh,PrPC surface inh
CCCn1c2ccc(C)cc2c2nnc(SCCN3CCOCC3)nc21,13,0.4,4,2.0,-7,-2.4,12,19,-17
CCCc1c(C)c2cc(C)ccc2[nH]c1=O,12,-0.8,2,-1.4,-1,-0.1,nt,-7,9
Cc1c(C(=O)Nc2ccc(S(=O)(=O)Nc3ncccn3)cc2)oc2ccc(F)cc12,13,-1.3,0,2.7,10,6.0,-1.8,-4,6
O=C(N/N=C(\c1ccccc1)c1cccnc1)c1ccc(O)cc1,8,-0.7,2,-0.4,8,-1.7,-0.3,25,1
CCOc1c(CNCCCSc2nc(C)cc(C)n2)cccc1OC,0,-2.5,0,4.3,-16,-3.3,2.1,-8,-1
NS(=O)(=O)c1ccc(NC(=O)COC(=O)CC2Sc3ccccc3NC2=O)cc1 (stereo not drawn),4,-2.0,1,1.3,-4,-0.3,1.6,1,-3
CCCCNc1cc(=O)n(C)c(=O)n1C,7,-1.1,-2,-0.3,2,0.2,-0.1,1,-4
COC(=O)c1ccc(/C=C2/SC(=S)N(CCC(=O)N3CCOCC3)C2=O)cc1,-6,-3.7,-2,0.2,-8,0.3,-0.3,4,-5
Cc1ccc(C2CC(c3cccs3)=NN2C(=O)CSc2nc(=O)n3ccc(C)cc3n2)cc1 (stereo not drawn),10,-1.9,0,nt,12,-1.4,-1.5,2,0
CC(=O)NC1=C(C#N)C(c2ccccc2)c2c(ccc3ccccc23)O1 (stereo not drawn),2,-9.1,-1,-0.2,6,0.3,-0.3,11,7
Cc1nn(-c2ccccc2)c(C)c1NC(=O)COC(=O)[C@@H](NC(=O)c1ccccc1)C(C)C,9,-0.4,6,nt,6,2.7,0.4,-10,0
Cc1ccc(O)c(NC(=O)c2cc(-c3ccccc3Cl)on2)c1,23,-0.5,-1,3.0,12,1.5,7.4,-10,6
Cc1ccc(C(=O)NC(=S)NCC2CCCO2)cc1 (stereo not drawn),4,-0.1,-1,-0.2,2,0.0,-2.4,0,-6
CCOC(=O)c1c(C)n(CC(O)CN(C)C)c2cc(Br)c(OC)cc12 (stereo not drawn),4,-2.3,0,-0.7,-5,0.9,nt,0,-10
O=C(CNC(=O)Cc1cccc2ccccc12)NCc1ccc(F)cc1,5,-0.3,-2,2.2,-6,-1.3,-2.7,-11,-4
NCC(=O)N1CCC(C(=O)N[C@@H](Cc2c[nH]c3ccccc23)C(=O)O)CC1,-1,0.8,0,2.4,11,-1.6,-0.1,-2,-1
O=C(COC(=O)/C=C/c1cccc(Cl)c1)NC1CCCC1,5,-2.7,-1,-0.6,-14,0.3,-1.4,1,-6
Cc1ccn2c(=O)c(NC(=O)COc3ccccc3)c(C)nc2c1,19,-1.0,5,-0.9,?,-5.6,0.8,7,-9
O=C(CNC(=O)c1sc2ccccc2c1Cl)NC1CC1,-1,-1.6,5,-3.0,3,1.4,0.5,7,2
CCOc1ccc(CC(=O)NCc2ccc3c(c2)cc(C)n3C)cc1,5,0.9,0,2.5,-29,81*,-0.7,5,55*
COc1ccccc1NC(=O)COC(=O)C1C2CC3OC(=O)C1C3C2 (stereo not drawn),6,-0.1,2,-1.8,-6,0.9,-0.2,1,1
Cn1c(=O)n(CC(=O)Nc2cccnc2)c2ccccc21,6,-2.7,7,-2.6,3,-1.0,-0.1,-3,-2
COc1ccc(/C=N/NC(=O)c2ccc(N(C)S(=O)(=O)c3ccccc3)cc2)cc1,30,-0.2,-1,0.1,4,0.2,nt,7,2
CC(=O)NC(Cc1ccccc1)C(=O)OCC(=O)c1ccccc1 (stereo not drawn),8,-2.8,-1,13*,-6,-0.1,0.2,2,-9
Cc1ccccc1-c1ccc(/C=C2/SC(N3CCOCC3)=NC2=O)o1,-8,-3.1,-2,6.6,?,0.1,-1.5,-3,-7

# As entered above.
# `O=C(N/N=C(\c1ccccc1)c1cccnc1)c1ccc(O)cc1` | CCHFV vOTU inh: 25
# `CCOc1ccc(CC(=O)NCc2ccc3c(c2)cc(C)n3C)cc1` | UGM FP inh: 2.5
# `COC(=O)c1ccc(/C=C2/SC(=S)N(CCC(=O)N3CCOCC3)C2=O)cc1` | PrPC surface inh: -5
# `CCCCNc1cc(=O)n(C)c(=O)n1C` | FadD28 binding: -1.1

# Shown as labelled records: three of the compounds above
CCCc1c(C)c2cc(C)ccc2[nH]c1=O
- GDH-TPI counter: 12
- FadD28 binding: -0.8
- Mtb FBA inh: 2
- UGM FP inh: -1.4
- BoNT-F LC inh: -1
- BoNT-A LC inh2: -0.1
- Mtb BioA inh: nt
- CCHFV vOTU inh: -7
- PrPC surface inh: 9
CC(=O)NC1=C(C#N)C(c2ccccc2)c2c(ccc3ccccc23)O1 (stereo not drawn)
- GDH-TPI counter: 2
- FadD28 binding: -9.1
- Mtb FBA inh: -1
- UGM FP inh: -0.2
- BoNT-F LC inh: 6
- BoNT-A LC inh2: 0.3
- Mtb BioA inh: -0.3
- CCHFV vOTU inh: 11
- PrPC surface inh: 7
CCOc1c(CNCCCSc2nc(C)cc(C)n2)cccc1OC
- GDH-TPI counter: 0
- FadD28 binding: -2.5
- Mtb FBA inh: 0
- UGM FP inh: 4.3
- BoNT-F LC inh: -16
- BoNT-A LC inh2: -3.3
- Mtb BioA inh: 2.1
- CCHFV vOTU inh: -8
- PrPC surface inh: -1

# The listing picks up, repeating the 4 entries before the break.
SMILES,GDH-TPI counter,FadD28 binding,Mtb FBA inh,UGM FP inh,BoNT-F LC inh,BoNT-A LC inh2,Mtb BioA inh,CCHFV vOTU inh,PrPC surface inh
Cn1c(=O)n(CC(=O)Nc2cccnc2)c2ccccc21,6,-2.7,7,-2.6,3,-1.0,-0.1,-3,-2
COc1ccc(/C=N/NC(=O)c2ccc(N(C)S(=O)(=O)c3ccccc3)cc2)cc1,30,-0.2,-1,0.1,4,0.2,nt,7,2
CC(=O)NC(Cc1ccccc1)C(=O)OCC(=O)c1ccccc1 (stereo not drawn),8,-2.8,-1,13*,-6,-0.1,0.2,2,-9
Cc1ccccc1-c1ccc(/C=C2/SC(N3CCOCC3)=NC2=O)o1,-8,-3.1,-2,6.6,?,0.1,-1.5,-3,-7
CC(C)CCC(O)(CCC(C)C)C(=O)NNc1ccccc1,0,-0.2,2,1.5,4,-1.0,-0.4,9,1
C=C1CCN([C@@H](Cc2ccccc2)C(=O)Nc2ccc(OC)cc2)S(=O)(=O)c2ccccc21,-2,-5.7,-4,0.1,0,0.4,-0.3,-4,8
CCN1CCN(C(=O)Nc2ccc(Cc3ccc(NC(=O)N4CCN(CC)CC4)cc3)cc2)CC1,5,-3.4,2,-4.6,-11,-0.8,2.1,2,-8
COc1ccc(C(=O)N/C(=C\c2cn(C)c3ccccc23)C(=O)N2CCOCC2)cc1,32*,-1.4,2,1.3,5,1.9,-3.3,6,6
COCCN1C(=O)CC(NNC(=O)c2ccc(S(=O)(=O)N3CCCC3)cc2)C1=O (stereo not drawn),1,0.0,1,2.9,-4,-0.2,nt,-5,0
Cc1ccc2nc(SCc3nnc(-c4ccccc4[N+](=O)[O-])o3)c(C#N)cc2c1,-8,-4.4,1,nt,-2,0.3,-1.2,1,4
COc1ccccc1/C=C/C=N/n1c(-c2ccc(Cl)cc2)n[nH]c1=S,18,-1.5,2,2.5,9,0.2,-0.9,-7,1
O=C1NN(c2cccc(Br)c2)C(=O)/C1=C/c1ccc(-c2cc([N+](=O)[O-])ccc2O)o1,3,2.6,1,-0.5,-4,-0.6,nt,nt,nt
Cc1cc2cc(CCNC(=O)c3cccc([N+](=O)[O-])c3)c(=O)[nH]c2cc1C,15,-0.8,-1,-1.8,-6,0.2,nt,-2,-4
CC(C)Oc1ccc(/C(O)=C2/C(=O)C(=O)N(CCN3CCOCC3)C2c2ccccc2)cc1 (stereo not drawn),22,-2.6,1,-1.8,8,0.4,-0.1,1,2
C=CCC[C@H](Cc1ccc(F)cc1)C(=O)OC[C@H](Cc1c[nH]c2ccccc12)NC(=O)[C@@H](CC=C)CC(=O)NCCO,0,-6.1,-1,-2.1,-12,-0.2,-0.8,28,3
COCC(C)N1CCC(n2nccc2NC(=O)c2ccccc2Cl)CC1 (stereo not drawn),-1,-3.6,-1,0.8,-11,0.1,-1.5,2,3
CCn1c(N2CCN(C(=S)Nc3ccc(OC)cc3)CC2)nc2ccccc21,-1,-1.9,-1,2.5,3,-1.0,6.4,0,2
COc1ccc(C)cc1/C=C/C(=O)N1CCN(S(=O)(=O)c2cccs2)CC1,13,-3.7,19,nt,3,0.0,0.4,-16,-2
CC(=O)Nc1cccc(-n2nnc(SCC(=O)Nc3ccccc3)n2)c1,-10,0.6,8,0.3,?,-1.7,0.0,-6,3
CC(=O)Nc1ccc(S(=O)(=O)Nc2nc3n(n2)C(c2ccccc2)CC(=O)N3)cc1 (stereo not drawn),1,-1.4,-3,-0.3,-27,-0.8,0.1,5,0
O=c1c2sccc2n(Cc2cccc(F)c2)c(=O)n1-c1ccc(F)cc1,-1,-1.6,2,-0.4,4,-0.2,nt,-14,3
COc1ccc(C(N)c2csc(NC(=O)Nc3cccc(C(F)(F)F)c3)n2)cc1 (stereo not drawn),-1,-16,0,nt,-22,-0.1,0.2,36*,11
Cc1ccc(-c2ccc([C@H]3[C@H]4C=CC[C@@H](C)[C@@H]4C(=O)N3Cc3ccccc3)c(F)c2)cc1,9,-1.2,3,2.6,-8,-1.1,-0.7,13,-11
O=C(N=C1SC2CS(=O)(=O)CC2N1c1ccc(Cl)cc1Cl)C1CCCO1 (stereo not drawn),6,-2.0,-8,-2.4,4,1.7,0.7,10,-8
COc1cccc(CNC(=O)[C@@H]2CCCN2C(=O)[C@H]2CCCCN2C(=O)c2ccccc2C)c1,nt,nt,nt,nt,-3,-1.1,nt,-5,-2
Cc1noc(NS(=O)(=O)c2ccc(NC(=O)c3cc(F)c(F)c(F)c3F)cc2)c1C,2,-0.4,4,nt,-4,1.0,nt,8,0
CCOc1ccc(S(=O)(=O)N2CCN(S(=O)(=O)c3ccc(C)c(C)c3)CC2)cc1,11,-0.3,-2,nt,-11,-3.4,-2.4,3,-3
CCc1ccc(CN2CCC(Oc3ccc(C(=O)N4CCCC4)cc3)CC2)cc1,-2,-5.1,1,-0.2,1,1.2,1.6,16,-11
O=C(/C=C/c1ccc(Cl)cc1)NCc1cccs1,4,-1.9,0,-0.1,4,-0.2,-1.9,-5,4
# Following part.
SMILES,GDH-TPI counter,FadD28 binding,Mtb FBA inh,UGM FP inh,BoNT-F LC inh,BoNT-A LC inh2,Mtb BioA inh,CCHFV vOTU inh,PrPC surface inh
OC(COC(c1ccccc1)c1ccccc1)CN1CCOCC1 (stereo not drawn),-3,-2.8,1,0.2,0,-0.1,nt,-2,-3
COc1ccccc1C1(O)CCN(C(=O)c2cccs2)CC1,10,0.7,0,-0.9,-8,-0.3,nt,0,3
CC#CCCc1nc2ccccc2c(=O)n1N,-8,-2.9,-1,-0.2,-3,-0.6,nt,-7,-4
O=C(O)CN1CCc2ccccc2C1,1,-2.6,0,2.9,2,-1.5,-0.9,10,3
Cc1ccc(S(=O)(=O)c2nc(Nc3nccs3)sc2Cl)cc1,22,2.2,-6,-4.9,9,-0.2,nt,-13,2
Cc1cccc(C2c3[nH]c4ccccc4c3CCN2C(=O)c2nn(C)c(=O)c3ccccc23)n1 (stereo not drawn),2,-0.3,1,1.5,-6,-1.0,0.1,-4,-16
O=C(Nc1ccc(Cl)cc1)P(=O)(O)c1ccccc1,4,-0.4,-2,nt,6,-0.2,-1.4,-4,10

# From PubChem BioAssay
